Statin myotox sup: protects C2C12 myotubes from simvastatin toxicity; ATP luminescence, 48 h; scaled: DMSO 0, geranylgeraniol control 100; rescue of ATP level, % at 7.49 µM; hit rate 0.78% among 330,000;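 active = mean ATP rescue above about 67%, or every replicate alone reaching that limit, limit read from the data, passing the limit was not always enough; inconclusive = no clear call, values can overlap the other calls; inactive = mean under the limit and some replicate under it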;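 note: myotubes were challenged with 10 µM simvastatin during compound exposure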
PglD inh: inhibitors of Campylobacter jejuni PglD acetyltransferase. purified PglD enzyme, DTNB colorimetric CoA detection. inhibition, % at 12.5 µM. hit rate 0.098% among 360,000; in the data active = inhibition above about 16%, passing the limit was not always enough; inconclusive = no clear call, values can overlap the other calls; note: strong numbers were not always called active
Starred values were filed as active, the others as inactive; ? = inconclusive.

SMILES	Statin myotox sup	PglD inh
COc1cc(/C=C2\S/C(=N/S(=O)(=O)c3ccc(C)cc3)NC2=O)c([N+](=O)[O-])cc1OC	-2	-178
COC(=O)c1ccc(C(c2c(N)n(Cc3ccccc3)c(=O)n(C)c2=O)N2CCOCC2)cc1 (stereo unspecified)	10	0
CCc1nnc(NC(=O)CSc2nnc(CSc3nc(C)cc(C)n3)o2)s1	17	-2
CCc1cc2c(NCc3ccco3)ncnc2s1	-1	9
C=C1c2cccc(OC)c2O[C@H](C(=O)OCC)[C@@H]1CCCCCC	1	0
CCCOc1ccc(N2C(=O)CC(N3CCC(O)(c4cccc(C(F)(F)F)c4)CC3)C2=O)cc1 (stereo unspecified)	-19	-4
COc1ccc(C(=O)Cc2ccc(OC)c(OC)c2)cc1	9	3
CCOC(=O)CC1=CSC2=NS(=O)(=O)CCN12	-3	-2
N#Cc1c(/N=C/N2CCCC2)oc(-c2ccccc2)c1-c1ccccc1	7	-3
O/N=C/c1ccc(OCC(O)COc2ccc(/C=N/O)cc2)cc1	24	-1
CC(C)(C)c1cc(=O)n2c(C#N)c(C#N)nc2[nH]1	3	-1
O=c1[nH]nc2n1CCCCC2	-10	1
CCCC(=Nc1ccc(N)cc1)C1=C(O)C(C(=O)OC)C(C)(C)CC1=O (stereo unspecified)	14	0
O=C(COC(=O)CCC(=O)c1ccc2c(c1)OCCO2)NCc1ccc2c(c1)OCO2	3	-2
O=C(OCn1nnc2ccccc2c1=O)c1ccc(S(=O)(=O)N2CCOCC2)cc1	-2	2
O=C(COC(=O)c1ccccc1NC(=O)c1ccco1)NCc1ccc2c(c1)OCO2	8	1
CCOC(=O)CC1=CC(C)(CC(=O)OCC)C(C#N)(C#N)C(N)=C1C#N (stereo unspecified)	7	-1
COC(=O)CSc1nc2cc(Cl)ccc2c(=O)n1C1CCCC1	2	1
Cc1nc2c(sc3nc4c(cc32)COC(C)(C)C4)c(=O)n1Cc1ccccc1	23	-1
COC(=O)c1ccc(Nc2nc(C)cc(=O)[nH]2)cc1	-11	-1
Cn1c(SCC(=O)N2CCOCC2)nnc1-c1ccccc1	4	4
Cc1cc(C)cc(N(CC(=O)NCCSc2ccccn2)S(=O)(=O)c2ccccc2)c1	12	-5
C#CCOC(=O)CCC(=O)NCCc1ccccc1	2	-2
CC1CCCCC1NC(=O)CSc1nnc(N)s1 (stereo unspecified)	-6	17
O=C(NCC1CCCO1)c1c(O)c2ccccc2[nH]c1=O (stereo unspecified)	-3	-7

4 entries already listed, ordered by molecular weight, ascending.
SMILES	Statin myotox sup	PglD inh
O=c1[nH]nc2n1CCCCC2	-10	1
O=C(COC(=O)c1ccccc1NC(=O)c1ccco1)NCc1ccc2c(c1)OCO2	8	1
Cc1cc(C)cc(N(CC(=O)NCCSc2ccccn2)S(=O)(=O)c2ccccc2)c1	12	-5
COc1cc(/C=C2\S/C(=N/S(=O)(=O)c3ccc(C)cc3)NC2=O)c([N+](=O)[O-])cc1OC	-2	-178

The listing picks up; the three compounds before the break are reprinted first.
SMILES	Statin myotox sup	PglD inh
C#CCOC(=O)CCC(=O)NCCc1ccccc1	2	-2
CC1CCCCC1NC(=O)CSc1nnc(N)s1 (stereo unspecified)	-6	17
O=C(NCC1CCCO1)c1c(O)c2ccccc2[nH]c1=O (stereo unspecified)	-3	-7
CCSc1nc2c(c(=O)n1CC)SC(C)C2 (stereo unspecified)	4	0
CC1CCN(Cc2c(C#N)c3ccccc3n2C)CC1	-13	-2
Brc1ccccc1-c1nnc(COc2ncnc3c2cnn3-c2ccccc2)o1	7	-20
O=C(Cn1cnc2ccccc2c1=O)NCc1ccco1	-1	-1
C=CCn1c(COc2ccccc2)nnc1SCC(=O)N/N=C/c1ccc(C)cc1	6	-3
CCCCC(NC(C)=O)c1nc2ccccc2n1CCC (stereo unspecified)	2	-4
Cn1c(NCC2CCCO2)nc2c1c(=O)n(Cc1ccccc1)c(=O)n2C (stereo unspecified)	-9	3
O=S(=O)(Cc1cc(Oc2ccccc2)nc(-c2ccccc2)n1)c1ccccc1	-16	2
Cn1c(=O)[nH]c(=O)c2c1nc(N1CCc3ccccc3C1)n2CCSc1nc2ccccc2s1	13	1
CC(C)CC(OC(=O)c1ccco1)C(=O)NC1CCCCC1 (stereo unspecified)	-11	-4
CC(C)c1nc(NCC2CCCO2)c(C#N)c2c1COC(C)(C)C2 (stereo unspecified)	-22	0
COc1ccc(-c2cnc3nc[nH]c(=O)c3n2)cc1	-2	11
COc1ccc(C)cc1NC(=O)CSc1nnc(COc2ccc(C)cc2)n1Cc1ccco1	-23	-3
CCN(CC)C(=O)CN(c1cc2c(cc1OC)oc1ccccc12)S(=O)(=O)c1ccc(C)cc1	25	4
O=C(NCC(=O)N(CC1CCCO1)C1(C(=O)NC2CCCCC2)CCCCC1)c1ccccc1 (stereo unspecified)	11	-5
O=C(OCc1ccccc1)c1ccc(Br)o1	12	2
CCN(CC)c1ccc(/C=N/Nc2ccccc2)c(O)c1	14	-3
Cc1cccc(N2CCN(C(=O)C3CCN(S(=O)(=O)c4cccc5nsnc45)CC3)CC2C)c1 (stereo unspecified)	17	4
CN(C(=O)c1ccccc1)c1ccc(OCC(=O)NC2CCS(=O)(=O)C2)cc1 (stereo unspecified)	4	0
COc1ccc(OC(=O)c2cc3ccccc3o2)cc1	11	0
CCOC(=O)c1[nH]c(CSc2nnnn2-c2ccccc2C)c(C(=O)OCC)c1C	6	0
Cc1cc(C(=O)O)c(C)n1-c1ccccc1	-2	1
CN(C)CCNC(=O)COc1cccc(Cl)c1	-9	-3
Cc1ccc2[nH]c(=O)c(CN(CCN3CCOCC3)C(=O)Nc3ccccc3F)cc2c1	-3	-3
CCC(=O)N1CCc2cc(S(=O)(=O)NCCN3CCCCC3CC)ccc21 (stereo unspecified)	-7	0
SMILES	Statin myotox sup	PglD inh
CNS(=O)(=O)c1cnccc1N1CCN(c2cccc(C)c2)CC1	-13	-4
COc1ccc(/C=N/NC(=O)c2ccc3ccccc3c2)cc1OS(=O)(=O)c1ccc(NC(C)=O)cc1	-55	-2
COc1ccccc1NC(=O)c1ccc(NS(=O)(=O)c2c(C)noc2C)cc1	-29	-6
Cc1ccc2c(CN3C(=O)NC4(CCCCC4)C3=O)cc(=O)oc2c1C	1	-1
CCOC(=O)N1CCC(Nc2c(-c3ccc(C)cc3)c(=O)c2=O)CC1	-37	1
CC(O)(CS(=O)(=O)Cc1cccc(C(F)(F)F)c1)C(=O)Nc1cccc(C(F)(F)F)c1 (stereo unspecified)	-12	0
Cc1nc2c(sc3nc4c(cc32)COC(C)(C)C4)c(=O)o1	-16	2
CC(=O)Nc1ccc(OCC=C(Cl)Cl)cc1	-11	-4
CCN1CCN(CCCNC(=O)c2ccc(/C=C3/Oc4ccccc4N(Cc4cccc(C)c4)C3=O)cc2)CC1	13	-6
COc1ccc(C)cc1S(=O)(=O)N1CCN(c2cccc(C(F)(F)F)c2)CC1	-12	-4
COC(=O)c1nc(-c2ccccc2)oc1N(C)C	-1	1
O=C(Nc1c2c(nn1-c1ccc(Cl)cc1)CS(=O)(=O)C2)c1ccc2c(c1)OCO2	17	-2
COc1ccc(S(=O)(=O)NC(CC(=O)N2CCc3ccccc32)c2ccco2)cc1 (stereo unspecified)	16	1
COc1ccccc1CC(=O)Nc1ccccc1C(=O)O	1	10
CCOC(=O)CCc1c(C)c2ccc(OCc3nn[nH]n3)cc2oc1=O	-1	6
COc1nc(-c2cccs2)cc(-c2ccc(C)cc2)c1C#N	-144	0
CCOc1ccccc1NC(=O)C(=O)NCC1CCCN1CC (stereo unspecified)	-8	-2
COc1ccc(/C=N/N2CCN(c3ccccc3OC)CC2)cc1OC	-14	1
CCOC(=O)Cc1csc(NC(=O)c2cccnc2)n1	9	-16
CCCNC(=O)Cn1cccc1C(=O)c1ccccc1	2	-4
O=C(Nc1ccccc1-c1ccccc1)c1ccc(Br)o1	-11	2
COc1ccc(CNC(=O)c2cccc3c2C(=O)N(Cc2cccnc2)C3)cc1	-8	2
Cc1cc(CN2C(=O)c3ccccc3C2=O)on1	-6	3
CCCC(c1nnnn1CCc1ccccc1)N1CCN(C(=O)c2ccco2)CC1 (stereo unspecified)	-38	5
CC(C)N(C(=O)CSc1ncnc2sc(-c3ccccc3)cc12)C(C)C	-25	-2

Record cards (already shown). Order of values: Statin myotox sup | PglD inh
Shown for `COc1ccc(C)cc1S(=O)(=O)N1CCN(c2cccc(C(F)(F)F)c2)CC1` = -12 | -4
Shown for `COC(=O)c1nc(-c2ccccc2)oc1N(C)C` = -1 | 1
Shown for `COc1ccc(CNC(=O)c2cccc3c2C(=O)N(Cc2cccnc2)C3)cc1` = -8 | 2

Remaining list, next part
SMILES	Statin myotox sup	PglD inh
CN(CC(=O)Nc1ccccc1C(=O)N1CCCC1)S(=O)(=O)c1ccc(Cl)cc1	20	3
CCOC(=O)c1ccc(NC(=O)Nc2ccc(OC)c(OC)c2)cc1	-22	-7
Cc1ccc(S(=O)(=O)N2CCOCC2)cc1C(=O)N1c2ccccc2Sc2ccccc21	35	6
COc1ccc(C(c2c(O)cc(C)oc2=O)c2c(O)cc(C)oc2=O)cc1	0	-4
COc1ccc(CC(=O)n2nc(-c3ccc(Cl)cc3)nc2NCc2ccco2)cc1	-33	-6
C=CCOc1ccc(CNn2cn[nH]c2=S)cc1	5	5
CC(C)(C)NCC(O)(c1ccc(Cl)cc1)c1ccc(Cl)cc1	-5	-2
COCCCN1CN(S(=O)(=O)c2ccc(Cl)cc2)c2nc3ccccc3nc21	14	-4
CCCCOc1ccccc1Cn1c(=O)oc2ccccc21	-4	6
O=c1c2ccccc2nc(SCc2cn3ccsc3n2)n1-c1ccc(F)cc1	23	-3
Cc1ccc(C(=O)COC(=O)CNC(=O)C(c2ccccc2)c2ccccc2)cc1[N+](=O)[O-]	13	-2
CNc1nnc(CSc2nc(C)cc(C)n2)s1	6	1
O=C1COc2ccc(-c3csc(NCC4CCCO4)n3)cc2N1 (stereo unspecified)	?	-5
O=C(O)CCC(=O)Nc1ccc2c(c1)oc1ccccc12	-3	-5
CCS(=O)(=O)N1CCC(C(=O)N2CCN(c3ccccc3)CC2)CC1	2	2
O=[N+]([O-])c1ccc(N2CCOCC2)cc1NCc1ccccc1	40	7
CCOc1ccc(NC(=O)CSc2nnc(-c3ccoc3C)n2CC2CCCO2)cc1 (stereo unspecified)	26	0
CCOC(=O)c1ccc(N/C=C2/CCCC(C)C2=O)cc1 (stereo unspecified)	?	-3
C=CCN1C(=O)C(CC(=O)NCC)SC1=Nc1ccc(S(N)(=O)=O)cc1 (stereo unspecified)	-6	-6
CCC(C)n1cnc2c(c1=O)c1nc3ccccc3nc1n2Cc1ccc(OC)cc1 (stereo unspecified)	37	3
COc1cnc(-c2ccccc2)nc1Oc1ccc(C(C)(C)C)cc1	2	0
COCc1cc(Sc2c(Cl)cccc2Cl)nc(-c2ccccc2)n1	-16	-6
Cc1ccc(N=C/C(C(=O)C(F)(F)F)=C(\O)c2cccs2)cc1	3	-2
O=C(NCc1ccc2c(c1)OCO2)C1CCCN1C(=O)Nc1cccc(F)c1 (stereo unspecified)	1	3
CSc1nc(-c2ccccc2)nc(N2CCCC2)c1C(C)=O	24	-3

Pulled by structure from above (4):
SMILES	Statin myotox sup	PglD inh
O=[N+]([O-])c1ccc(N2CCOCC2)cc1NCc1ccccc1	40	7
CCOC(=O)c1ccc(NC(=O)Nc2ccc(OC)c(OC)c2)cc1	-22	-7
COCc1cc(Sc2c(Cl)cccc2Cl)nc(-c2ccccc2)n1	-16	-6
CCC(C)n1cnc2c(c1=O)c1nc3ccccc3nc1n2Cc1ccc(OC)cc1 (stereo unspecified)	37	3

Further results:
SMILES	Statin myotox sup	PglD inh
CCOC(=O)CCP(=O)(O)C(O)c1ccccc1 (stereo unspecified)	-6	-3
COc1cc(/C=N/n2c(-c3ccc4c(c3)NC(=O)CO4)csc2=Nc2cccc(C)c2)ccc1O	12	-3
COC(=O)COc1nc(C)c(Br)c(OC)n1	12	-1
C=CCOC(=O)C1=C(C)N(C)C(=O)NC1c1cc2c(cc1Br)OCO2 (stereo unspecified)	8	0
CCOC(=O)N1CCN(C(=O)CN(c2cccc(C)c2)S(=O)(=O)c2ccc(C)cc2)CC1	13	6
CCOC(=O)N1CCC(NC(=O)C2CCC(Cn3c(=O)[nH]c4ccccc4c3=O)CC2)CC1 (stereo unspecified)	-3	10
CCOC(=O)C1=C(O)CSC1=Nc1cccc(Cl)c1	13	5
O=C(c1ccco1)N1CCN(CC(O)COc2ccc3oc4ccccc4c3c2)CC1 (stereo unspecified)	-6	-4
CN(C)c1ccc(C(C(=O)NC(C)(C)C)N(C(=O)c2csnn2)C2CC2)cc1 (stereo unspecified)	7	-14
CCOC(=O)c1sc(NS(=O)(=O)c2ccc(C)cc2)nc1C	8	-7
CO/C([O-])=N/c1c[n+](-c2ccc(Cl)cc2)no1	-9	-3
Cc1nc2cc(S(=O)(=O)N3CCC(C(=O)O)CC3)ccc2n1C1CCCC1	8	2
COc1ccccc1C(=O)N1CCN(c2cccc(C(F)(F)F)c2)CC1	-59	-2
O=C(Oc1oc(-c2ccco2)nc1C=Nc1ccccc1)c1ccco1	1	1
CN1CCCN(C(=O)c2ccc(Cl)c(S(=O)(=O)N(C)c3ccccc3)c2)CC1	2	1
O=C1/C(=C/c2cccs2)N=C(c2cccs2)N1Nc1ccccc1	20	-1
O=C(Nc1ccc2oc(-c3ccccc3)nc2c1)c1cccs1	-29	-2
COc1cccc(C(=O)NC2=NCCS2)c1	6	-5
COc1ccccc1NS(=O)(=O)c1cccc(C(=O)NN)c1	-1	3
O=C(COC(=O)CCOc1ccccc1)NCc1ccco1	-2	15
Cc1c(CNC2CCCC(C)C2C)c(C(=O)O)c(C)n1Cc1ccccc1 (stereo unspecified)	-2	-6
CCOC(=O)C1CCN(C(=O)CSc2cc(=O)n(C)c3ccccc23)CC1	5	3
COC(=O)c1ccc(NC(=O)CSc2nnc(-c3ccncc3)n2N)cc1	-4	2
Cc1ccc(S(=O)(=O)N/N=C2/CC(c3ccccc3)Oc3ccccc32)cc1 (stereo unspecified)	88*	2

Screening data from PubChem.

These rows are one share of the data; rates above refer to the full screens.
